High-throughput results deposited in PubChem BioAssay by Sanford-Burnham Center for Chemical Genomics.
KOR beta-arrestin-1: KOR antagonists, beta-arrestin recruitment, cell-based, luminescence, uHTS (AID 1778) | KOR beta-arrestin recruitment, luminescence, antagonist mode; higher % means a stronger effect | inhibition, % at 10 µM; hits with a dose series show IC50 in µM | 290,000 tested, 0.091% active; note: strong numbers were not always called active
NOD1 inhibition: NOD1 signaling inhibitors, primary screen, cell-based, luminescence, uHTS (AID 1578). NOD1-driven NF-kB luciferase reporter cells, luminescence; higher % means a stronger effect. inhibition, % at 4 µM, or EC50 in µM where a hit was titrated. 290,000 tested, 1% active; in the data active = inhibition mostly above about 36%, no sharp cut-off; inactive = mostly below about 34%;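 note: HEK-293T reporter cells stimulated with the NOD1 agonist gamma-tri-DAP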
TNAP activators: human TNAP enzyme activators, primary screen, biochemical, luminescent, no phosphate acceptor, uHTS (AID 1001); Alkaline phosphatase, tissue-nonspecific isozyme (Homo sapiens); purified TNAP, luminescent activation assay, no phosphate acceptor; higher activation fold means a stronger effect; activation fold at 20 µM, or EC50 in µM where a hit was titrated; 200,000 tested, 0.03% active; in the data active = activation fold from about 3, or a potency from the dose series; inactive = the rest, 99 in 100 with activation fold below about 1.6; note: many of its hits are not listed in these tables
LYP phosphatase: inhibitors of LYP phosphatase, biochemical, fluorescence intensity, uHTS (AID 1779) | Tyrosine-protein phosphatase non-receptor type 22 (Homo sapiens) | inhibition, % at 11.5 µM; hits with a dose series show IC50 in µM | 290,000 tested, 0.054% active | recombinant LYP phosphatase, fluorescence intensity; higher % means a stronger effect;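 note: plate controls were vehicle with enzyme for no effect and no enzyme for full effect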
KOR beta-arrestin-2: KOR agonists, beta-arrestin recruitment, primary screen, cell-based, luminescence, uHTS (AID 1777); 280,000 tested, 0.02% active; KOR beta-arrestin recruitment, luminescence; higher % means a stronger effect; activation, % at 10 µM, or EC50 in µM where a hit was titrated; in the data active = activation above about 50%, passing the limit was not always enough; note: a part of the inactive calls stands beside numbers as strong as those of hits
PMI inhibitors: inhibitors of human PMI, primary screen, biochemical, fluorescence intensity, coupled assay (AID 1209). purified PMI enzyme, coupled fluorescence intensity; higher % means a stronger effect. inhibition, % at 20 µM, or IC50 in µM where a hit was titrated. 190,000 tested, 0.42% active;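 note: plate controls were DMSO vehicle for no effect and wells lacking substrate for full effect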
HEK293 NOD2/NF-kB: NOD2 signaling inhibitors, cell-based, luminescence, uHTS, HEK293 (AID 1566). HEK293 NOD2/NF-kB luciferase reporter, luminescence; higher % means a stronger effect. inhibition, % at 4 µM, or EC50 in µM where a hit was titrated. 290,000 tested, 0.63% active; note: many of its hits are not listed in these tables
PMI inhibition: human PMI inhibitors, high substrate, primary screen, biochemical, fluorescence intensity, high mannose 6-phosphate (AID 1220). 190,000 tested, 0.66% active. Mannose-6-phosphate isomerase (Homo sapiens). inhibition, % at 20 µM, or IC50 in µM where a hit was titrated. recombinant PMI enzyme, coupled fluorescence intensity; higher % means a stronger effect
XIAP displacement: XIAP antagonists, biochemical, IAP family, fluorescence polarization (AID 1018); XIAP BIR domain, fluorescence polarization peptide displacement; higher % means a stronger effect; displacement, % at 20 µM; hits with a dose series show IC50 in µM; 200,000 tested, 0.007% active; in the data active = displacement above about 50%; note: a part of the inactive calls stands beside numbers as strong as those of hits
Numbers without * were called inactive; / = no result given; [ ] = dose if it differs, or a comment. Cut-off read from the data, not from the text of the source, unless noted: active = inhibition above about 50%; inactive = the rest.

canonical_smiles	KOR beta-arrestin-1	NOD1 inhibition	TNAP activators	LYP phosphatase	KOR beta-arrestin-2	PMI inhibitors	HEK293 NOD2/NF-kB	PMI inhibition	XIAP displacement
CC(=O)N1CN2CN(C1)CN(C(C)=O)C2	0.9%	1.5%	1	-8.0%	-0.8%	7.5%	0.7%	11.7%	-11.0%
CC(C(=O)c1c[nH]c2ccccc12)N1CCOCC1 (stereo not given)	4.4%	-5.8%	/	-2.6%	3.1%	/	17.3%	/	/
COc1cc(CN2CCNCC2)cc(OC)c1OC	-31.3%[20 µM]	-21.0%	/	-6.3%	1.8%	/	12.6%	/	/
COP(=O)(OC)Oc1ccc(C(O)C(Cl)(Cl)Cl)cc1 (stereo not given)	3.7%	-0.6%	/	-5.1%	1.6%	/	9.4%	/	/
O=C(Nc1sc2c(c1C(=O)O)CCCC2)c1ccccc1Cl	-29.7%[20 µM]	14.5µM*	/	-7.1%	-8.2%	/	/	/	/
FC(F)(F)c1ccc2c(c1)nnn2C1CCN(Cc2nnnn2Cc2ccccc2)CC1	/	-17.7%	1.1	-4.7%	/	15.9%	-7.0%	14.0%	-5.6%
CCCCn1c(O)c(C(CC)=NCc2cccnc2)c(=O)[nH]c1=O	0.9%	0.2%	1.1	-7.5%	-2.1%	5.1%	13.6%	4.5%	-2.6%
CCCCn1c(O)c(C=NCCCn2ccnc2)c(=O)[nH]c1=O	-19.0%	3.4%	1	-3.4%	-1.5%	-3.2%	11.7%	-4.2%	-5.5%
O=C(O)c1ccc2c(c1)C1C(Cl)C(Sc3ccccc3[N+](=O)[O-])CC1C(c1cccc([N+](=O)[O-])c1)N2 (stereo not given)	-24.1%	-22.3%	1	10.1%	-2.5%	-32.3%	14.6%	-27.9%	-1.2%
CC(C)(CN)CC(=O)O	-29.2%	11.0%	/	-16.1%	-1.4%	/	-5.9%	/	/
C[n+]1c(-c2ccccc2)c2cc(N)ccc2c2ccc(N)cc21	1.7%[20 µM]	-15.1%	/	-12.1%	-5.2%	/	20.3%	/	/
CC(=O)O[C@]1(C)C(=O)OC/C2=C/CN(C)CCC(OC(=O)[C@@](O)(C(C)O)C[C@H]1C)C2=O (stereo not given in full)	-8.1%	-4.2%	/	-4.1%	-4.0%	/	4.6%	/	/
O=c1[nH]c(=O)n(-c2ccc(F)cc2)c(O)c1C=Nc1ccccc1N1CCCC1	26.7%	-8.1%	1.1	-4.3%	-0.3%	13.1%	-8.0%	-3.5%	-3.1%
O=C(c1ccc(S(=O)(=O)c2ccc(F)cc2)c([N+](=O)[O-])c1)N1CCCCCC1	32.3%	4.38µM*	1	-7.2%	-3.6%	8.5%	14.8µM*	4.7%	-9.6%
CCN1CCN(C(=O)COc2ccc(S(=O)(=O)N3CCOCC3)cc2Cl)CC1	-59.0%	27.9%	/	-11.3%	5.7%	/	-10.3%	/	/
CC1CCN(S(=O)(=O)c2ccc(NN=C(C#N)C#N)cc2)CC1	-3.4%	-29.8%	1	6.9%	11.5%	-3.7%	-45.8%	-24.1%	-0.7%
COc1c(C)cc(C(=O)C2CCCN(Cc3cccc(O)c3)C2)cc1C (stereo not given)	-36.2%[20 µM]	13.0%	/	-6.5%	3.7%	/	6.9%	/	/
Cc1ccccc1NC(=O)c1cc(-c2ccccc2)n(CCCN2CCOCC2)c1C	6.8%	-7.4%	/	-6.3%	3.3%	/	16.4%	/	/
CCOc1ccc2c(c1)c(C(C)=O)c(C)n2Cc1ccco1	-39.4%[20 µM]	-37.3%	1.1	-1.0%	/	/	15.4%	/	-2.5%
CCC(C)N1C(=O)/C(=C/c2ccc3c(c2)CCN3CCCCl)C(=O)NC1=S (stereo not given)	27.1%	-35.3%	0.6	8.4%	10.7%	-12.5%	-17.6%	-9.1%	-8.4%
CC(C)[C@H]1C(=O)O[C@@H]2CCN3CC=C(COC(=O)[C@](C)(O)[C@]1(C)O)[C@H]23	10.2%	-13.0%	/	2.1%	-0.6%	/	2.6%	/	/
COc1ccc(CC(=O)N(C)C2CCCN(Cc3ccccc3F)C2)cc1OC (stereo not given)	-9.3%[20 µM]	-7.4%	/	-12.5%	-5.1%	/	4.1%	/	/
CC(N=Cc1c(O)n(C2CC2)c(=S)[nH]c1=O)c1ccccc1 (stereo not given)	18.7%	3.4%	/	-1.1%	-5.9%	/	3.0%	/	/
CN(C)CCNC(=O)c1cccn(Cc2cccc(C(F)(F)F)c2)c1=O	-1.7%	-25.1%	1.1	-6.1%	-23.3%	-17.2%	15.4%	-7.4%	-4.8%
O=c1cccc2n1CC1CC2CN(S(=O)(=O)c2cc(Cl)ccc2Cl)C1 (stereo not given)	30.4%	-22.0%	/	-3.7%	-8.1%	/	-11.3%	/	/
c1ccc(Cn2ccnc2)cc1	-2.6%	-23.6%	1.1	1.7%	2.7%	-10.7%	12.7%	-6.8%	-6.6%
O=S(=O)(c1ccc(F)cc1)N1CN2CCN(C2)C1	-9.4%[20 µM]	37.3%	/	-1.0%	-3.0%	/	-3.4%	/	/
COc1ccc(OCC(=O)N2CCN(C/C=C/c3ccccc3)CC2)cc1	-19.4%[20 µM]	-26.3%	1.1	-10.9%	-2.2%	2.0%	-4.2%	-1.8%	-0.8%
COc1ccc(N2C(=O)NC(=O)/C(=C\c3ccccc3[N+](=O)[O-])C2=O)cc1	-18.0%[20 µM]	-28.7%	1.1	-7.3%	0.1%	-0.4%	-4.6%	-3.5%	-5.3%
Nc1cnn(-c2ccccc2)c(=O)c1Cl	-6.0%[20 µM]	-25.8%	/	-12.5%	6.8%	/	0.5%	/	/
COc1ccc(CC(C)Nc2cccc(F)c2)cc1 (stereo not given)	-15.6%	-21.9%	/	-6.9%	1.5%	/	1.5%	/	/
NP(=O)(OCCCc1ccccc1)Oc1ccc(Cl)cc1 (stereo not given)	-35.3%[20 µM]	-23.1%	/	-12.5%	-4.7%	/	-12.4%	/	/
Cc1ccc(C(=O)NC(=C(Cl)Cl)S(=O)(=O)c2ccc(Cl)cc2)cc1	-7.7%[20 µM]	2.2µM*	1	5.1%	-0.6%	7.9%	/	11.6%	-3.0%
Cc1cc(S(=O)(=O)NCc2ccncc2)c(C)cc1Br	-10.8%	4.2µM*	/	-6.9%	9.8%	/	5.82µM*	/	/
Nc1cc2nc3ccccc3nc2cc1N	-10.4%	-10.6%	/	2.6%	-0.9%	/	-1.6%	/	/
O=P(NS(=O)(=O)c1ccccc1)(Oc1ccccc1)Oc1ccccc1	-7.3%	0.9%	1	-4.6%	-2.6%	-5.8%	14.4%	-6.4%	-2.1%
Cc1ccc(OCC(=O)N2CCN(Cc3cccnc3)CC2)cc1	-3.7%	-29.9%	1.1	-4.1%	-3.1%	1.7%	-3.6%	5.4%	-12.9%
C=CCn1c(O)c(C(C)=Nc2ccc(N(C)C)cc2)c(=O)[nH]c1=O	5.9%	-13.6%	1	-5.4%	-0.6%	13.6%	15.5%	6.8%	-1.7%
CC(Oc1ccc(-c2ccccc2)cc1)C(=O)O (stereo not given)	-14.7%	-4.9%	1.1	-2.1%	0.4%	1.9%	14.6%	-1.4%	-2.8%
CSc1ccc(C(=O)C2CCCN(Cc3cnc(SC)nc3)C2)cc1 (stereo not given)	-11.9%	-21.6%	1.1	-8.2%	-0.3%	6.2%	4.9%	0.8%	-5.2%
COc1ccc(C2c3c(nc(C)[nH]c3=O)Oc3c2c(=O)oc2ccccc32)cc1 (stereo not given)	42.7%	4.8%	/	-5.7%	-0.5%	/	17.2%	/	/
Nc1c2c(nc3sc4c(c13)CCCC4)CCCCC2	-20.7%	-26.5%	1.2	-9.3%	-1.0%	17.2%	-128.8%	21.2%	-9.0%
Cc1nc(N2CCN(c3ccccn3)CC2)c2c(C)c(C(=O)Nc3ccccc3F)sc2n1	1.9%	12.4µM*	0.7	10.0%	13.5%	-14.2%	3.56µM*	-1.4%	-6.7%
CCc1cc(=O)oc2cc(OCC(=O)N3C[C@H]4C[C@@H](C3)c3cccc(=O)n3C4)ccc12	-1.3%[20 µM]	6.7%	/	-4.4%	-4.9%	/	14.0%	/	/
COc1ccc(-c2nn(CCC#N)cc2C(=O)Nc2ccc(C(C)=O)cc2)cc1[N+](=O)[O-]	-10.2%[20 µM]	9.3%	/	-9.1%	-2.2%	/	9.6%	/	/
CC(C)Cc1nnc(NC(=O)CCC(=O)N2CCC3(CC2)OCCO3)s1	30.5%	-3.2%	/	-11.7%	2.2%	/	10.0%	/	/
COC(=O)C(O)(c1ccc(NC(=S)NC(=O)c2ccccc2)cc1)C(F)(F)F (stereo not given)	13.0%	-25.4%	0.9	1.2%	-3.5%	24.7%	-0.1%	11.1%	-3.3%
COc1ccc(CNC(=O)C(NC(C)=O)C(C)C)cc1OC (stereo not given)	3.2%	-13.9%	1	-4.2%	0.3%	-8.0%	15.6%	-4.6%	-4.1%
CC1(C)CC(=O)C(C2(O)C(=O)NC(=O)NC2=O)=C(O)C1	-15.6%	-11.5%	1.2	-5.5%	1.8%	9.5%	17.0%	10.7%	6.0%
CN1C(=O)N(C)C(=O)C2(Cc3c(nc4ccccn4c3=O)N3CCc4ccccc4C32)C1=O (stereo not given)	21.8%	9.3%	1.1	-6.1%	4.5%	3.1%	18.9%	11.6%	1.4%

Compound profiles, as listed above. Order of screens: KOR beta-arrestin-1	NOD1 inhibition	TNAP activators	LYP phosphatase	KOR beta-arrestin-2	PMI inhibitors	HEK293 NOD2/NF-kB	PMI inhibition	XIAP displacement
`Nc1c2c(nc3sc4c(c13)CCCC4)CCCCC2` as listed: -20.7%	-26.5%	1.2	-9.3%	-1.0%	17.2%	-128.8%	21.2%	-9.0%
`COc1ccc(-c2nn(CCC#N)cc2C(=O)Nc2ccc(C(C)=O)cc2)cc1[N+](=O)[O-]` as listed: -10.2%[20 µM]	9.3%	/	-9.1%	-2.2%	/	9.6%	/	/
`CCc1cc(=O)oc2cc(OCC(=O)N3C[C@H]4C[C@@H](C3)c3cccc(=O)n3C4)ccc12` as listed: -1.3%[20 µM]	6.7%	/	-4.4%	-4.9%	/	14.0%	/	/

Remaining list, next part:
canonical_smiles	KOR beta-arrestin-1	NOD1 inhibition	TNAP activators	LYP phosphatase	KOR beta-arrestin-2	PMI inhibitors	HEK293 NOD2/NF-kB	PMI inhibition	XIAP displacement
CC(C)CN1CCN(Cc2ccc(C(F)(F)F)cc2)CC1CCO (stereo not given)	-24.0%	-10.4%	/	-7.2%	1.1%	/	5.9%	/	/
Cc1ccc2c(c1)C1CN(C)CCC1N2C(=O)/C=C/c1ccc2c(c1)OCO2 (stereo not given)	/	-12.3%	1.1	-7.4%	/	-4.9%	18.0%	-1.1%	-4.3%
COc1cccc(CN2CCNCC2)c1	-10.7%	-37.6%	/	2.1%	1.4%	/	-6.3%	/	/
O=S(=O)(NC1CCCCC1)OCC(Cl)(Cl)Cl	18.4%[20 µM]	-12.5%	/	-13.9%	1.9%	/	8.2%	/	/
Cc1ccc(OCC(=O)N2CCN(Cc3ccc([N+](=O)[O-])cc3)CC2)cc1	-10.7%	-5.7%	/	4.2%	0.7%	/	-16.8%	/	/
O=C(CCN1CCOCC1)Nc1ccc(Br)cc1C(=O)c1ccccc1	-29.1%[20 µM]	-3.4%	/	-16.2%	6.4%	/	24.9%	/	/

The list is partial; the hit share may differ from the screen's.
